PI4K2A block – qHTS for small molecular inhibitors of PI4K2A; Phosphatidylinositol 4-kinase type 2-alpha (Homo sapiens), Q9BTU6; purified PI4K2A, ADP-Glo luminescence, 1 h; hits give low values; activity change, negative = inhibition, % at 76.9 µM; 420,000 tested, 0.13% active; AID 1346378, 2018; in the data active = activity change below about -50%;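 also: -100% = wells without enzyme as full effect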
Target sequence (Q9BTU6 whole entry, looked up): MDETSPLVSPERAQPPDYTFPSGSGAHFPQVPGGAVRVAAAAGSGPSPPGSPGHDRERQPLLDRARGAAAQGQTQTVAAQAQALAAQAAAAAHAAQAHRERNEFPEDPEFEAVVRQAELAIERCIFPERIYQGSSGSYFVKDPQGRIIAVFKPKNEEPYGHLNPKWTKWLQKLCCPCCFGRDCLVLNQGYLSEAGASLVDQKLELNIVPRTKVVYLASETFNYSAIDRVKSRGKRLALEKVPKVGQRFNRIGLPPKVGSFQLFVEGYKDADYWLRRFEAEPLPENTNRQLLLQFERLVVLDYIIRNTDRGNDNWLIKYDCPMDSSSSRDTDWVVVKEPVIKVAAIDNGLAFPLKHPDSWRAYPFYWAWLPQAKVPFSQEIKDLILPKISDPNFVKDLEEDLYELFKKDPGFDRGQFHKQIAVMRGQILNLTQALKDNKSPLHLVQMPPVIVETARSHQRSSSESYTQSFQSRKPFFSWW
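ADP-Glo luminescence measured ADP generated by PI4K2A enzyme (4 ug/mL before mixing) with 1.2 mM PI substrate (pre-mix) and 300 microM ATP (pre-mix). Tris pH7.5 buffer with MgCl2, Triton X-100; 1 h reaction at ambient temperature.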
Starred values were filed as active, the others as inactive; & = joins results of further samples. This is a subset; count on the stated rates, not on these rows.

PI4K2A block | canonical_smiles
1 | O=C(NC1CCCCN(Cc2cccc(Cl)c2)C1=O)c1ccc(F)c(F)c1 (stereo unspecified)
0 | CC(C)CN1C(=O)[C@]2(CC(=O)N(C)C2c2ccccc2)c2cc(-n3cc(CCCC#N)nn3)ccc21 (stereo partly specified)
-1 | Cc1c[nH]c2cccc(-c3cccc4ccccc34)c12
-2 | Cc1c[nH]c2cccc(-c3ccc(OCc4ccccc4)cc3)c12
-3 | N#CCC[C@@H]1CC[C@]2(CCCN(S(=O)(=O)C3CCCCC3)C2)O1
0 | C#Cc1ccc(-c2ccccc2F)cc1
2 | O=C(CSc1nc2ccccc2nc1N1CCCCC1)N1CCN(S(=O)(=O)c2cccc([N+](=O)[O-])c2)CC1
-3 | O=C(Nc1ccc(F)cc1F)C1CCN(c2nnc(-n3cccc3)s2)CC1
-4 | COc1ccc(CN(C)C(C#Cc2ccccc2)Cc2ccccc2)c(OC)c1 (stereo unspecified)
2 | COC(=O)[C@H]1C[C@@]2(n3ccc4ccccc43)c3ccccc3N(S(=O)(=O)c3ccccc3)[C@H]2N1
-4 | O=C(Cc1cccs1)N/N=C\c1ccccc1
3 | CC(C)(C)C(C(=O)NC1CCCC1)N1CCN(c2ncccc2C#N)CC1 (stereo unspecified)
1 | O=C(CSc1ncnc2scc(-c3ccc(Cl)cc3)c12)Nc1ccccc1-c1ccccc1
0 | C[C@@H]1CCN(C2CC2)S(=O)(=O)c2ccc(N3CC[C@@H](O)C3)cc2O1
-4 | O=C1[C@@H](CCc2ccccc2)[C@@H]2c3cc4ccccc4cc3C=NN2[C@@H]2c3cc4ccccc4cc3C=NN12
7 | Cc1ccc2ccc(C(Nc3ccccc3)c3ccc(Cl)cc3)c(O)c2n1 (stereo unspecified)
2 | CCC[C@H]1[C@@H](N(C)CC2CCCCC2)CC[C@@]23CCCN2C(=O)CCC[C@@H]13
-1 | C=CCNC(=O)c1cc(-c2ccccc2)sc1N
-6 | O=C(NCc1ccco1)C1CCCN(c2ncccn2)C1 (stereo unspecified)
-3&2 | CCC1CCCCN1C(=O)n1ncc(C(O)(c2ccccc2)c2ccccc2)n1 (stereo unspecified)
0 | CCOC(=O)C1=C(C)NC(C)=C(C(=O)OCC)C1c1ccccc1/C=C/C(=O)OC(C)(C)C
-3 | C[C@H]1[C@H](NC(=O)c2cccc(N(C)C)c2)CC[C@@]23CCCN2C(=O)CCC[C@@H]13
-7 | CC(C)(C)C(c1nc2ccccc2[nH]1)n1c(-c2cc(Cl)cc(Cl)c2)nc2ccccc21 (stereo unspecified)
-6 | O=C(O)CCN1C(=O)/C(=C/c2cccc(OCc3ccc(F)cc3)c2)SC1=S

Part of the list above, set out differently:
canonical_smiles: CCC1CCCCN1C(=O)n1ncc(C(O)(c2ccccc2)c2ccccc2)n1 (stereo unspecified)
  PI4K2A block: -3&2

canonical_smiles: CCOC(=O)C1=C(C)NC(C)=C(C(=O)OCC)C1c1ccccc1/C=C/C(=O)OC(C)(C)C
  PI4K2A block: 0

The list goes on.
PI4K2A block | canonical_smiles
2 | C#CCN1CCc2onc(-c3ccc(Br)cc3)c2C1=O
0 | CN1C2=N[C@@H](c3ccc4c(c3)OCO4)CC(=O)N2/C(=C\c2ccccc2)[C@H]1c1ccccc1
0 | COc1ccc(-n2c(SCC(=O)Nc3cc(C)c(NC(=O)c4ccccc4)cc3OC)nnc2-c2cccnc2)cc1
-4 | O=C(CSc1nnc(-c2ccccc2)n1-c1ccccc1)Nc1cccc2ccccc12
-4 | COC(=O)[C@]12C[C@H](CC(=O)NCC34CC5CC(CC(C5)C3)C4)C(=O)N(CCc3ccc(OC)c(OC)c3)C1=C[C@H](C(C)C)O[C@@H]2C1CC1
-15 | COc1ccc(OC)c(NC(=O)c2ccccc2N(Cc2ccccc2)C(=O)C(C)Cl)c1 (stereo unspecified)
-1 | CCOc1ccc(Oc2c(Cl)cnn(Cc3cccc4ccccc34)c2=O)cc1
0 | COC(=O)[C@]12C[C@H](CC(=O)N3CCSCC3)C(=O)N(CCc3ccc(OC)c(OC)c3)C1=C[C@H](C(C)C)O[C@@H]2C1CC1
-3 | COC(=O)c1cc(-c2cccc(OC(F)(F)F)c2)c(=O)n2c1CCC2
-1 | CCN(CC)C(=O)CC[C@H]1CC[C@]2(CCCN(Cc3ccc(Br)cc3)C2)O1
-2 | CCC(c1nc2ccccc2[nH]1)n1c(=O)c(-c2ccco2)nc2ccccc21 (stereo unspecified)
0 | Fc1ccccc1-c1n[nH]c(=S)n1N=Cc1cccc(OCc2ccccc2)c1
0 | C[C@]12CCC(=O)C=C1[C@@H]1C[C@@H]1[C@H]1[C@@H]3[C@@H]4C[C@@H]4[C@@]4(CCC(=O)O4)[C@@]3(C)CC[C@@H]12
-6 | CCOC(=O)N1CCN(C(=O)C[C@H]2C[C@@]3(C(=O)OC)C(=C[C@H](C4CCCC4)O[C@@H]3C)N(CCC3=CCCCC3)C2=O)CC1
-1 | Cc1ccc(OCc2nc3ccccc3n2C(C(=O)NC(C)(C)C)c2ccncc2)cc1 (stereo unspecified)
-2 | COc1ccc(NC(=O)c2cc3c(C)nn(-c4ccccc4)c3s2)cc1

Ordered by value in PI4K2A block (ascending): four from the list above.
Molecule	PI4K2A block
COC(=O)c1cc(-c2cccc(OC(F)(F)F)c2)c(=O)n2c1CCC2	-3
CCC(c1nc2ccccc2[nH]1)n1c(=O)c(-c2ccco2)nc2ccccc21 (stereo unspecified)	-2
Cc1ccc(OCc2nc3ccccc3n2C(C(=O)NC(C)(C)C)c2ccncc2)cc1 (stereo unspecified)	-1
Fc1ccccc1-c1n[nH]c(=S)n1N=Cc1cccc(OCc2ccccc2)c1	0

The list continues.
PI4K2A block | canonical_smiles
7 | CCN1CCCCC(NC(=O)c2ccccc2C)C1=O (stereo unspecified)
-4 | COC(=O)[C@@]12C[C@@H](CC(=O)NCc3cccc(C(F)(F)F)c3)C(=O)N(Cc3cccc4ccccc34)C1=CCC(C)(C)C2
-6 | COC(=O)[C@]1(C#N)CC(=O)N(C)[C@@H]1c1ccccc1
-2 | CCN(CC)CCCNC(=O)CSc1nnc(-c2ccncc2)n1-c1ccc(OC)cc1
1 | C=CCN(CC#Cc1ccc(C(F)(F)F)cc1)CC=C
-3 | COC(=O)C1=CN(c2ccc(OC)cc2)C(N)=C(C#N)C1c1ccccc1F (stereo unspecified)
-1 | CC(C)C(C#CC1CC1)N(Cc1ccc2c(c1)OCO2)C(N)=NC(=O)/C=C/c1cccc(C(F)(F)F)c1 (stereo unspecified)
1 | O=C(Nc1c(-c2ccc(C(F)(F)F)cc2)nc2ncccn12)c1ccc(F)cc1
4 | CCCCNC(=O)C1CCCN1C(=O)Nc1cccc(C)c1 (stereo unspecified)
-2 | CC(C)(C)OC(=O)/C=C/[C@H](CCCCl)Sc1ccc(C(C)(C)C)cc1
0 | CCOC(=O)N1CCN(C(=O)C[C@H]2C[C@@]3(C(=O)OC)C(=C[C@H](COCc4ccccc4)O[C@@H]3C)N(Cc3ccccc3)C2=O)CC1
-7 | C=CCN1C(=O)[C@H](CC(=O)NCC23CC4CC(CC(C4)C2)C3)[C@@]2(C(=O)OC)CCCCC=C12
-7 | O=C(CCS(=O)(=O)c1ccccc1)Nc1ccc(F)cc1Cl
2 | COC(=O)[C@@]12CCCCC3=C1N(CCC3)C(=O)[C@H]2CC(=O)NCc1cccs1
-1 | CCOC(=O)C1CCN(C(=O)C(C)(C)NC(=O)Nc2ccccc2Cl)CC1
0 | COc1ccc([C@H]2OC(=O)C[C@H]2C(=O)N2CCN(c3ccccc3F)CC2)cc1OC
-6 | C[C@H](O)[C@@H]1CN2CCc3c([nH]c4cccc(-c5ccccc5)c34)[C@@H]2C[C@@H]1N(C)C(=O)Nc1ccccc1
-5 | CCN(CC)C(=O)CC[C@@H]1CC[C@]2(CCCN(S(=O)(=O)C3CCCCC3)C2)O1
3 | COc1cccc(C(=O)NCCNc2nc3cc(C)cc(C)c3cc2C#N)c1
5 | COCCCNC(=O)C[C@@H]1C(=O)N2CCCC3=C2[C@@]1(C(=O)OC)CCCC3
-3 | Cc1ccnc(SCc2cc(=O)c(OC(=O)c3ccc(C#N)cc3)co2)n1
1 | CCN(C[C@@H]1[C@@H](c2ccccc2)[C@H](CO)N1S(C)(=O)=O)C(=O)C1CCC1
-20 | CCCS(=O)c1ccc2nc(NC(=O)OC)[nH]c2c1 (stereo unspecified)
-1 | COc1ccc(S[C@]2(C(=O)N(C)C)CC(=O)N(C(=O)Nc3ccc(C)c(Cl)c3)[C@@H]2c2ccc(OC)cc2)cc1
0 | Cc1ccccc1Cn1cc(CN2[C@@H](Cc3ccccc3)COc3cc(Br)ccc3S2(=O)=O)nn1
-6 | O=C(NC1CCCCC1)C(c1ccnc2ccccc12)n1c(=O)c(-c2ccco2)nc2ccccc21 (stereo unspecified)
-4 | CCCCOCCCNC(=O)C[C@H]1C[C@@]2(C(=O)OC)C(=C[C@H](C(C)C)O[C@@H]2C2CC2)N(Cc2cccc3ccccc23)C1=O
-4 | COC(=O)C1CN(Cc2cn(Cc3ccc(Cl)cc3)nn2)CCS(=O)(=O)N1Cc1ccc(F)cc1 (stereo unspecified)
2 | O=C(CCn1nnc2ccccc21)N1CCN(c2ccccc2F)CC1
3 | O=C(C[C@@H]1CC[C@@H]2[C@H](COC[C@H](O)CN2S(=O)(=O)c2ccccc2)O1)Nc1ccccc1
-1 | NC(=O)C1=CN([C@@H]2O[C@H](COP(=O)(O)OP(=O)(O)OC[C@H]3O[C@@H](n4cnc5c(N)ncnc54)[C@H](O)[C@@H]3O)[C@@H](O)[C@H]2O)C=CC1
3 | CN(C)S(=O)(=O)c1cccc(C(=O)N/N=C\c2ccc(-c3ccccn3)cc2)c1
1 | CCCCCCc1c[nH]c2ccc(O)c(-c3ccccc3)c12
-3 | CC(C)(C)OC(=O)N1CCC(N[C@@H](Cc2ccccc2)C(=O)NCC(c2ccccc2)c2ccccc2)(C(=O)NC2CCCCC2)CC1
1 | COC[C@H]1CCCN1c1cccc2c1S(=O)(=O)N1CC[C@H](C1)O2
8 | COC(=O)[C@]12CCCCC=C1N(CCc1ccc(OC)c(OC)c1)C(=O)[C@H](CC(=O)NCc1cccc3ccccc13)C2
2 | Cc1cccc(C(=O)Nc2nc3ncccn3c2-c2ccc(C(F)(F)F)cc2)c1
4 | O=C(NCc1ccccc1Cl)C1CCCN(c2nc3ccccc3o2)C1 (stereo unspecified)
-2 | CCOC(=O)[C@]12CCCCC/C=C\1N(CCc1ccc(Cl)cc1)C(=O)[C@H]2CC(=O)NCc1cccc2ccccc12
-3 | COC(=O)[C@H](NC(=O)c1cc([C@@H](NC(=O)OC(C)(C)C)C(C)C)sc1N)C(C)C
-1 | CCCCN(C)C(=O)c1oc(=O)c2ccccc2c1-c1ccc(C)cc1
-4 | CC(=C\C=O)/C(C)=C/CC[C@@H]1O[C@@H]2C[C@@H]3O[C@](C)(C[C@H]4C[C@H](O)[C@@H]5O[C@@H]6C[C@H](O)[C@@H](C)O[C@@]6(C)CC[C@H]5O4)[C@@H](O)CC[C@@]3(C)O[C@H]2[C@@H](O)[C@@H]1C
0 | COC(=O)c1cc(-c2cc(F)cc(OC)c2)c(=O)n2c1CCC2
-6 | Cc1cc(C(=O)NN=Cc2ccccc2C(=O)O)n[nH]1
-2 | CCOC(=O)[C@]12CCCCC/C=C\1N(CCc1ccc(Cl)cc1)C(=O)[C@H]2CC(=O)N1CCSCC1
-3 | COC(=O)C1=CN(c2ccc(OC)cc2OC)C(N)=C(C#N)C1c1ccccc1F (stereo unspecified)
-5 | CC(C)[C@H]1Cn2nnc(-c3ccccc3)c2Cn2c3ccccc3c(=O)n21
-4 | CCc1c(-c2ccccc2OC)ncn1Cc1cccc(-c2ccccc2)c1

Fetched by compound from the entries so far (3):
PI4K2A block | canonical_smiles
2 | COC(=O)[C@@]12CCCCC3=C1N(CCC3)C(=O)[C@H]2CC(=O)NCc1cccs1
0 | CCOC(=O)N1CCN(C(=O)C[C@H]2C[C@@]3(C(=O)OC)C(=C[C@H](COCc4ccccc4)O[C@@H]3C)N(Cc3ccccc3)C2=O)CC1
-3&2 | CCC1CCCCN1C(=O)n1ncc(C(O)(c2ccccc2)c2ccccc2)n1 (stereo unspecified)

(next part)
PI4K2A block | canonical_smiles
-1 | CCCCCCCCNS(=O)(=O)/C=C/c1ccc(OC)cc1CNC(=O)OC(C)(C)C
-2 | CCC(c1c[nH]c2ccccc12)c1cn(C)c2ccccc12 (stereo unspecified)
-2 | O=C(NCC[C@@H]1CC[C@@H](NS(=O)(=O)Cc2ccccc2)[C@@H](CO)O1)C1CC1
-2 | CCn1c(Cc2cccs2)nnc1SCC(=O)c1ccc(Cl)cc1
1 | COC(=O)[C@]12C[C@H](CC(=O)NCC34CC5CC(CC(C5)C3)C4)C(=O)N(Cc3ccco3)C1=C[C@H](C(C)(C)C)O[C@@H]2C
-1 | O=C(NCc1ccccc1)C(c1ccc(-c2ccccc2)cc1)N1CCN(CCN2CCOCC2)CC1 (stereo unspecified)
0 | COc1ccc(C2C(C(=O)Nc3ccc(C)c(C)c3)CCC(=O)N2c2ccc(OC)cc2)cc1 (stereo unspecified)
2 | CC[C@H](CCC(=O)N(c1ccccc1)c1ccccc1)C1CC1
0 | Cc1nn(-c2ccccc2)c2sc(C(=O)NCC3CCCO3)cc12 (stereo unspecified)
1 | COc1ccc(C2C(C(=O)Nc3ccc(Cl)cc3)CCC(=O)N2c2ccc(OC)cc2)cc1 (stereo unspecified)
0 | COc1ccccc1CNC(=O)C[C@H]1CC[C@@H]2[C@H](COC[C@H](O)CN2Cc2ccc3c(c2)OCO3)O1
-6 | Cc1ccc(C)c(C(Nc2ccccc2)c2ccc3ccc(C)nc3c2O)c1 (stereo unspecified)
0 | CCOC(=O)[C@]12CCCCC/C=C\1N(Cc1ccc(OC)cc1)C(=O)[C@H]2CC(=O)NCCc1ccccc1OC
-4 | Cc1ccc(-c2nnc(NC(=O)COc3ccc(F)cc3Cl)o2)cc1C
0 | COC(=O)[C@]12C[C@H](CC(=O)NCc3ccccc3)C(=O)N(Cc3ccc4c(c3)OCO4)C1=C[C@H](C(C)C)O[C@@H]2C1CC1
-4 | O=C1CCCc2c(O)cccc21
5 | Cc1ccc(-n2c(SCC(=O)c3ccc(F)cc3)nnc2-c2cccnc2)cc1
-1 | O=S(=O)(c1ccccc1F)n1c(CN2CCOCC2)nc2ccccc21
